Source: PubChem
S1P4 antag: human S1P4 receptor antagonism; S1P4-expressing cells, antagonist mode, reporter read-out; inhibition, % at 4.98 µM; actives 0.26% (n = 220,000); in the data active = inhibition above about 29%;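 note: 0% = wells stimulated with agonist and 100% = vehicle wells without agonist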
S1P4 ag: human S1P4 receptor agonism. O95977. S1P4-expressing cell line, agonist reporter assay. activation, % at 4.98 µM. actives 0.35% (n = 220,000). AID 1509; in the data active = activation above about 11%;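 note: 0% = DMSO vehicle and 100% = reference agonist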
Ba/F3 V617F tox: lowers viability of Ba/F3 cells expressing EpoR and JAK2V617F | actives 1.1% (n = 220,000) | ATP luminescence | AID 1446 | inhibition, % at 5.6 µM;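 active = inhibition above the campaign mean plus 3 SD over all tested compounds, cut at about 24% in these data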;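 note: cytokine-independent growth of Ba/F3 cells driven by EpoR plus mutant JAK2; 0% = DMSO-treated cells and 100% = JAK inhibitor I control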
BaF3 tox: counter-screen for JAK2V617F inhibitors: parental Ba/F3 viability inhibitors; actives 1.1% (n = 220,000); AID 1486; inhibition, % at 5.6 µM; CellTiter-Glo ATP luminescence;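 active = inhibition above a per-campaign cutoff, the mean inhibition of all tested compounds plus 3 SD, cut at about 27% in these data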;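 note: 0% = DMSO wells and 100% = JAK Inhibitor I control wells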
PERK inh: human PERK inhibition, primary cell-based screen; Q9NZJ5; CHO PERK-DD fusion, SEAP luminescence translation reporter; inhibition, % at 5.6 µM; actives 0.17% (n = 220,000); AID 1416;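 active = inhibition above the mean inhibition of all tested compounds plus 3 SD, set separately per screening campaign, cut at about 2.9% in these data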;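 note: PERK kinase domain activated by AP20187 dimerizer at 100 nM; 0% = DMSO with dimerizer and 100% = rapamycin at 8.4 µM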
TRPML3 ag: human mucolipin-3 channel agonism. HEK293 TRPML3-YFP, Fluo-8 calcium fluorescence; 100% = the carbachol control signal. activation, % at 3 µM. actives 0.29% (n = 220,000). AID 1448;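 active = activation above its plate's cutoff, the mean activation of the plate's test wells plus 3 SD, cut at about 12% in these data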;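 note: 0% = DMSO only wells and 100% = carbachol wells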
Target sequence (Q8TDD5 whole entry, looked up): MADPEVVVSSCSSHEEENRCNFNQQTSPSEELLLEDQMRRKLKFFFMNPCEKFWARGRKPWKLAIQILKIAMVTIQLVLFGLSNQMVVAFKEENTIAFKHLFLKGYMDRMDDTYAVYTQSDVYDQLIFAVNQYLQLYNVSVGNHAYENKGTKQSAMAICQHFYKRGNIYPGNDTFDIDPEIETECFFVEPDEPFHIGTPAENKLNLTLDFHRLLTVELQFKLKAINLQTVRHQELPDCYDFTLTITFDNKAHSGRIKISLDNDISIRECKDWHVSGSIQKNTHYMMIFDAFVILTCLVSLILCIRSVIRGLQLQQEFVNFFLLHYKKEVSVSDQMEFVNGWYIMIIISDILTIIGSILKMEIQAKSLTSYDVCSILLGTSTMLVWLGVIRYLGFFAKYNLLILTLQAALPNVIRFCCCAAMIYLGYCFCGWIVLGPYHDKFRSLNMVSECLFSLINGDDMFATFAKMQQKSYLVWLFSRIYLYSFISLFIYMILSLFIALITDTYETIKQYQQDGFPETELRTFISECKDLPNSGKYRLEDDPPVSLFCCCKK
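Test system – HEK293 line with stable expression of human TRPML3-YFP channel · Control set – carbachol 87 µM final as high control (100%), DMSO as low control (0%) · Signal – Fluo-8 calcium dye fluorescence, ex 470-495, em 515-575 nm · Incubation – 1-h 37 °C dye load, 5-s basal, 120-s post-compound reads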
TRPN1 ag: zebrafish TRPN1 (NompC) channel agonism | HEK293 zebrafish TRPN1-YFP, Fluo-8 calcium fluorescence; 100% = response to 87 µM carbachol | activation, % at 3 µM | actives 0.18% (n = 220,000);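 active = activation above its plate's cutoff, the mean activation of test wells on that plate plus 3 SD, cut at about 19% in these data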;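 note: 0% = DMSO alone and 100% = 87 µM carbachol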
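Material: zebrafish TRPN1-YFP in HEK293 cells. Doses: one dose of 3 µM, 0.3% DMSO. Incubation: dye 1 h 37 °C plus 30 min RT. Measured by: intracellular calcium fluorescence with Fluo-8.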
EP2 mod: EP2 receptor (human) modulation | P43116 | EP2-expressing cells, cAMP HTRF FRET, PGE2 co-stimulation | induction, % at 25 µM | actives 0.83% (n = 260,000) | AID 940;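 active = compounds whose cAMP rise, as percent of the full-agonist control response, exceeds 60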;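 note: rat C6 glioma line stably carrying human EP2 under a CMV promoter; the protocol text gives 20 µM as final concentration; 100% = response of wells given 1 µM PGE2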
Target sequence (P43116 whole entry, looked up): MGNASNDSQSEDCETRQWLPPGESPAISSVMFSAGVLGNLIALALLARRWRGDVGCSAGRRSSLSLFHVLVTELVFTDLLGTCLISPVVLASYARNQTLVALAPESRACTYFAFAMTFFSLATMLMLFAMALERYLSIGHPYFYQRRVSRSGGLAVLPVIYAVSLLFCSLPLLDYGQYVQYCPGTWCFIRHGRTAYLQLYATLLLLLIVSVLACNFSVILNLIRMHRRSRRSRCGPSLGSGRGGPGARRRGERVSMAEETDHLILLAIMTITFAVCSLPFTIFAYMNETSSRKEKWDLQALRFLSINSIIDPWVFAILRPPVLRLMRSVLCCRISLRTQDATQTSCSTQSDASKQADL
m-calpain inh: blocks pig calpain II enzyme activity | purified calpain II, fluorogenic peptide substrate, 30 min | actives 0.37% (n = 220,000) | inhibition, % at 16 µM;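 active = inhibition above about 50%, limit read from the data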
An asterisk follows results filed as active; & = joins results of further samples.

SMILES	S1P4 antag	S1P4 ag	Ba/F3 V617F tox	BaF3 tox	PERK inh	TRPML3 ag	TRPN1 ag	EP2 mod	m-calpain inh
CCOC(=O)C(C(C)=O)C(c1ccc(OCCC(C)C)cc1)C(C(C)=O)C(=O)OCC (stereo not given)	0.5	-0.1	1.7	3.1	-0.9	-0.1	-0.5	48.1	7.7
COc1cccc(N2CCN(C(=O)CCNS(=O)(=O)c3ccc4c(c3)c(=O)n(C)c(=O)n4C)CC2)c1	-7.9	2.3	-4.3	6.2	-0.9	-0.2	-1.8	4.5	-34.0
Cc1ccc(S(=O)(=O)CCCS(=O)(=O)c2ccc(C)cc2)cc1	-5.2	0.6	0.8	2.1	-0.4	0.2	-0.7	20.9	8.2
COCC(C)NC(=O)c1oc2c(c1C)C1(CCC2)SCCS1 (stereo not given)	-11.3	1.5	2.7	3.5	-0.4	-0.1	0.7	10.5	10.9
CO/N=C/c1ccc(N2CCN(C(=O)c3ccc(Cl)cc3Cl)CC2)c([N+](=O)[O-])c1	-5.9	0.1	0.3	6.8	0.0	6.1	15.7	-41.4	15.8
CCOC(=O)c1cc(C)sc1NC(=O)C(c1ccccc1)c1ccccc1	5.4	0.5	-1.2	-0.3	-0.7	-0.1	0.7	32.5	13.3
COc1ccccc1-n1cnnc1SC(C)C(=O)Nc1cccc([N+](=O)[O-])c1 (stereo not given)	-29.8	1.9	1.2	9.1	0.0	0.2	0.4	-0.3	-3.9
Cn1c(=O)n(C)c2cc(S(=O)(=O)NCC(=O)O)ccc21	1.9	-1.8	-0.2	-2.6	1.1	-0.2	0.4	-4.2&30.3	-12.7
Cc1cccc(NC(=O)Cn2c(=O)n(Cc3ccccc3)c(=O)c3c(C)c(C)sc32)c1	-23.1	1.3	-3.4	5.2	1.3	0.8	1.1	24.4	-4.5
COc1ccc(Cl)cc1NC(=O)Nc1cccc([N+](=O)[O-])c1C	7.3	-6.2	-3.6	1.2	0.6	1.0	0.8	3.7	-10.7
O=c1[nH]ncc(NCCCO)c1Cl	-3.0	-0.3	-5.2	1.8	1.3	0.5	-0.2	18.7	22.2
Cc1ccc(C(=O)NCc2ccco2)cc1S(=O)(=O)N1CCOCC1	-1.6	-1.3	-4.5	0.9	-0.4	0.6	-0.1	18.5	5.8
CCn1c(SCc2nc3ccccc3[nH]2)nnc1-c1cnccn1	-8.4	1.1	-0.3	2.8	-0.2	0.1	1.5	-4.7	5.6
Cc1cccc(CSCCNC(=O)CSCc2ccc([N+](=O)[O-])cc2)c1	2.7	0.4	-3.8	-0.1	0.7	-1.4	-1.5	-18.6	-8.0
CC1Cc2cc(/C(O)=C3/C(=O)C(=O)N(CCN4CCOCC4)C3c3cccc(O)c3)ccc2O1 (stereo not given)	2.5	-0.1	-1.6	1.9	1.6	1.1	4.9	6.6	-10.4
COC(=O)CN1C(=S)N(c2ccc(F)cc2)C(=O)C1CC(=O)Nc1ccc(OC)cc1 (stereo not given)	1.0	-0.5	-2.1	4.1	-1.5	1.1	2.4	-24.7	-8.6
COc1cc(C(=O)NCc2ccncc2)cc(OC)c1OC	-10.9	14.0*	-1.5	1.4	0.1	0.8	1.3	18.3	-15.0
Cc1c(NC(=S)N/N=C/C=C/c2ccccc2)c(=O)n(-c2ccccc2)n1C	3.5	-1.1	-1.2	1.4	1.1	1.2	-1.3	-38.8	25.8
COc1ccccc1N1CCN(/N=C/c2cc([N+](=O)[O-])ccc2Cl)CC1	-20.0	1.0	-3.3	-2.6	0.4	0.0	-0.5	38.0	39.1
CCNC(=S)NS(=O)(=O)c1ccc(F)cc1	-1.6	0.2	0.5	11.1	0.6	0.9	0.6	8.1	21.7
NC(=O)c1ccc(N=Nc2c(-c3ccccc3)[nH]n(-c3ccccc3)c2=O)cc1	-0.9	-1.8	2.0	0.8	0.1	0.3	0.3	19.3	-13.8
CNC(=S)NNC(=O)COc1ccccc1C	-10.2	1.1	0.8	0.2	1.3	-0.2	-1.9	18.4	-6.1
COc1ccc([N+](=O)[O-])cc1COc1ccc2c(-c3ccccc3)cc(=O)oc2c1	7.8	-0.8	0.4	2.9	-0.6	0.6	0.5	-18.6	-19.0
COc1cc(NC(=O)CN2C(=O)C(c3ccccc3)=NC2(C)C)cc(OC)c1	-17.8	1.5	0.9	8.7	-0.2	0.6	0.5	4.5	18.3
COc1cc(/C=C/CN2CCC(CO)(CC3CCCCO3)CC2)ccc1O (stereo not given)	12.4	1.2	-7.0	-0.4	-0.1	0.4	-0.7	-0.1	1.9

Entries listed so far that bear a hit mark in S1P4 ag.
SMILES	S1P4 antag	S1P4 ag	PERK inh	TRPML3 ag	EP2 mod	m-calpain inh
COc1cc(C(=O)NCc2ccncc2)cc(OC)c1OC	-10.9	14.0*	0.1	0.8	18.3	-15.0

A section from the list above, as a working copy:
SMILES	S1P4 antag	S1P4 ag	Ba/F3 V617F tox	BaF3 tox	PERK inh	TRPML3 ag	TRPN1 ag	EP2 mod	m-calpain inh
CCOC(=O)C(C(C)=O)C(c1ccc(OCCC(C)C)cc1)C(C(C)=O)C(=O)OCC (stereo not given)	0.5	-0.1	1.7	3.1	-0.9	-0.1	-0.5	48.1	7.7
COc1cccc(N2CCN(C(=O)CCNS(=O)(=O)c3ccc4c(c3)c(=O)n(C)c(=O)n4C)CC2)c1	-7.9	2.3	-4.3	6.2	-0.9	-0.2	-1.8	4.5	-34.0

Five records drawn at random from the list so far:
SMILES	S1P4 antag	S1P4 ag	Ba/F3 V617F tox	BaF3 tox	PERK inh	TRPML3 ag	TRPN1 ag	EP2 mod	m-calpain inh
Cn1c(=O)n(C)c2cc(S(=O)(=O)NCC(=O)O)ccc21	1.9	-1.8	-0.2	-2.6	1.1	-0.2	0.4	-4.2&30.3	-12.7
Cc1ccc(C(=O)NCc2ccco2)cc1S(=O)(=O)N1CCOCC1	-1.6	-1.3	-4.5	0.9	-0.4	0.6	-0.1	18.5	5.8
O=c1[nH]ncc(NCCCO)c1Cl	-3.0	-0.3	-5.2	1.8	1.3	0.5	-0.2	18.7	22.2
COc1ccc([N+](=O)[O-])cc1COc1ccc2c(-c3ccccc3)cc(=O)oc2c1	7.8	-0.8	0.4	2.9	-0.6	0.6	0.5	-18.6	-19.0
COC(=O)CN1C(=S)N(c2ccc(F)cc2)C(=O)C1CC(=O)Nc1ccc(OC)cc1 (stereo not given)	1.0	-0.5	-2.1	4.1	-1.5	1.1	2.4	-24.7	-8.6

(further entries)
SMILES	S1P4 antag	S1P4 ag	Ba/F3 V617F tox	BaF3 tox	PERK inh	TRPML3 ag	TRPN1 ag	EP2 mod	m-calpain inh
COC(=O)CSc1[nH]c2ccccc2c1[N+](=O)[O-]	4.1	1.4	0.6	-10.1	1.4	0.4	1.8	9.5	-12.9
Cc1cc(C(=O)COC(=O)CNC(=O)c2ccccc2)c(C)n1CC1CCCO1 (stereo not given)	3.5	1.9	-3.4	-1.0	-0.1	1.6	2.0	-11.6	-12.7
COc1ccc(-c2nc(C(F)(F)F)c(OC)o2)cc1OC	-4.2	1.2	-0.4	6.7	0.9	0.5	1.1	7.0	-14.7
O=C(NCC1CCCO1)c1ccccc1-c1nc(-c2ccccc2Cl)no1 (stereo not given)	15.7	0.9	4.2	-0.5	-0.5	7.0	0.5	-27.1	15.3
Clc1ccc(OCc2nnc(SCc3nnc(-c4ccccc4)o3)o2)c(Cl)c1	-5.8	0.5	4.0	7.9	-0.4	-0.2	1.1	-17.0	5.5
O=C(c1ccc(Cl)cc1)c1cnc(-c2ccccc2)s1	1.1	-0.4	-2.9	1.9	1.5	-0.2	2.6	-1.9	5.0
Nc1cc(S(=O)(=O)Nc2ccccc2Cl)ccc1N1CCOCC1	-6.9	0.7	-0.4	11.4	0.9	2.9	3.2	-36.7	-37.2
COc1ccccc1-c1cc(C(F)(F)F)nc(S(=O)(=O)CCCC(=O)N2CCOCC2)n1	8.9	-3.3	-1.7	4.6	1.1	0.6	0.7	17.0	-110.2
O=S1(=O)C=C(Sc2nc3ccccc3s2)c2ccccc21	54.8*	0.6	101.5*	104.8*	0.6	1.8	2.2	-39.2	-17.7
CCOC(=O)Cc1c(C)c2c(C)nn(-c3ccccc3)c2oc1=O	6.9	0.6	4.3	7.4	-0.8	0.0	0.0	-30.0	-122.1
COCCn1c(=O)[nH]c2cc(C(=O)NCc3ccccc3)ccc2c1=O	-13.7	2.4	-2.1	4.0	1.0	0.9	0.6	-0.4	-111.8
Nc1cc(N)nc(SCCN2CCCCC2)n1	11.6	2.8	-1.9	4.5	-0.1	0.4	-0.4	0.3&-6.6	-15.6
COc1nc(OC)nc(N2CCC(C(=O)NCC3CCCCC3)CC2)n1	-8.7	2.0	-1.1	5.9	0.9	0.1	-0.1	3.9	-3.0
CCN(Cc1ccccc1)C(=O)COC(=O)c1cc(S(=O)(=O)Nc2c(C)n(C)n(-c3ccccc3)c2=O)ccc1C	-5.8	1.1	-2.1	0.1	0.5	0.5	-0.8	-3.2	-51.0
CC(=O)Nc1ccc(NC(=O)C2CCCN(c3nnc(-n4cccc4)s3)C2)cc1 (stereo not given)	8.8	0.0	-2.6	3.1	-0.9	1.1	1.4	-35.9	-52.1
COc1ccc(C2c3c(oc4ccc(C)cc4c3=O)C(=O)N2c2cc(C)ccn2)cc1OC (stereo not given)	0.3	-0.1	-3.8	9.4	0.2	0.2	1.4	31.5	-113.4
CCN(CC)CCCNC(=O)/C=C/C(=O)O	-4.0	-0.1	-3.6	-5.4	0.7	0.8	1.1	-1.9	-21.0
CC1(N2CCOCC2)CC2(O)C(=[N+]1[O-])CCc1nonc12 (stereo not given)	-8.1	0.2	-1.6	0.1	-0.1	0.4	0.1	-14.8	-2.2
CN(N)C(=S)NCc1ccccc1	-4.1	-1.1	2.5	5.4	0.7	-0.7	-0.8	19.2	8.5
Cn1c(SCC(=O)Nc2ccc3c(c2)OCCO3)nnc1-c1ccccn1	-7.3	-1.0	3.8	5.2	-0.1	-0.4	-0.6	-15.0	23.2
Cc1ccccc1NC(=O)C(C#N)Cc1cccnc1 (stereo not given)	-0.1	-0.4	2.0	-1.4	0.9	-0.1	1.2	-11.3	-8.5
COCCNC(=S)NC1CC2CCCC(C1)N2Cc1cccs1 (stereo not given)	-7.8	0.4	-2.3	0.8	-1.5	0.6	-0.5	25.6	-13.4
Cn1c(=O)c2cc(S(=O)(=O)NCCC(=O)NCc3ccccc3Cl)ccc2n(C)c1=O	-10.2	-0.2	-0.1	2.8	-0.7	-0.3	0.6	-1.2	-12.8
[O-]/C(=C(\C(=S)Nc1cccc2ccccc12)[n+]1ccccc1)c1ccc(OC(F)F)cc1	-0.1	-1.2	-0.8	-1.4	0.8	-0.9	-0.7	-7.1	-47.7
COc1cc(OC)c(OC)cc1CNc1cc(C)ccc1OC	1.5	0.0	0.8	3.6	-0.6	-1.1	-2.3	19.8	26.1
O=C1c2ccccc2C(=O)N1CC1c2ccccc2CCN1C(=O)C1CCCCC1 (stereo not given)	-15.8	1.4	-2.0	2.1	-1.5	0.6	-0.1	38.7	-38.7
CNC(=O)COC(=O)CCC(=O)c1cccs1	-3.5	1.4	0.9	4.2	1.8	0.9	1.2	23.3	-20.3

Full records from above. Order of values: S1P4 antag, S1P4 ag, Ba/F3 V617F tox, BaF3 tox, PERK inh, TRPML3 ag, TRPN1 ag, EP2 mod, m-calpain inh
CCN(Cc1ccccc1)C(=O)COC(=O)c1cc(S(=O)(=O)Nc2c(C)n(C)n(-c3ccccc3)c2=O)ccc1C as listed: -5.8, 1.1, -2.1, 0.1, 0.5, 0.5, -0.8, -3.2, -51.0
[O-]/C(=C(\C(=S)Nc1cccc2ccccc12)[n+]1ccccc1)c1ccc(OC(F)F)cc1 as listed: -0.1, -1.2, -0.8, -1.4, 0.8, -0.9, -0.7, -7.1, -47.7
